# High-throughput results: PubChem, Icahn School of Medicine at Mount Sinai
# RBX1-CUL1 inh: inhibitors of human ROC1-CUL1 ubiquitin ligase activity; E3 ubiquitin-protein ligase RBX1 (Homo sapiens) + Cullin-1 (Homo sapiens), P62877+Q13616; in vitro K48 di-Ub FRET, acceptor:donor ratio, 45 min; inhibition, % at 10 µM; actives 0.6% (n = 140,000); AID 1347404, 2020; in the data active = inhibition above about 25%
# Target sequence (P62877 whole entry, looked up): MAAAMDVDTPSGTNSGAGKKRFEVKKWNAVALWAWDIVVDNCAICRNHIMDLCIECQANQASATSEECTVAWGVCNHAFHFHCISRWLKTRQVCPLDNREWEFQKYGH
# Target sequence (Q13616 whole entry, looked up): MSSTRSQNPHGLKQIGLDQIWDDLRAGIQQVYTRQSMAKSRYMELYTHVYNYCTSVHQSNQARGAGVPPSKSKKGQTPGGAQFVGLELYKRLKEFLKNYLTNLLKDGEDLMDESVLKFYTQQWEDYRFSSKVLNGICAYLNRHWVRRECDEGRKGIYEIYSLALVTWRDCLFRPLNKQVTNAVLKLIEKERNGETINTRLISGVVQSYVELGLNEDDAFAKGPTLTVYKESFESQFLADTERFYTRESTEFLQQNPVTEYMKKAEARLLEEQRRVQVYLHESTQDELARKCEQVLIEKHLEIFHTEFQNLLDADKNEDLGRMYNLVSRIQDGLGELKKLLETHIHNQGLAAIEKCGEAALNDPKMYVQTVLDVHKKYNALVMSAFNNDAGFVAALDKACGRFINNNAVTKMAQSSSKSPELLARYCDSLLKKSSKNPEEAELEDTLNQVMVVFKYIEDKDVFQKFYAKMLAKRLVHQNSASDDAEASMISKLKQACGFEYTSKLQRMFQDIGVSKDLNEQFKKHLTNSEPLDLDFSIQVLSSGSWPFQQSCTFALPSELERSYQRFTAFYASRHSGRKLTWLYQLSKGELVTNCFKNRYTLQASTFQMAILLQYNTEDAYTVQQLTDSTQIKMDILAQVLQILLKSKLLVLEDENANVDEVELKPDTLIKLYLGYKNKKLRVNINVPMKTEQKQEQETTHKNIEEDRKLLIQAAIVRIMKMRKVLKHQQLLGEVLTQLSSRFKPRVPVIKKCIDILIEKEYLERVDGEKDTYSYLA
# Starred values were filed as active, the others as inactive. These rows are one share of the data; rates above refer to the full screens.
SMILES,RBX1-CUL1 inh
CCc1ccccc1NC(=O)CSc1nnc(COc2ccccc2)o1,0
Cc1ccc(Cl)cc1NC(=O)c1ccc(N(C)S(C)(=O)=O)cc1,-3
CCc1nn(-c2nc(OC)cc(OC)n2)c(N)c1C#N,3
Nc1cc(Cl)nc(N/N=C/c2cccnc2)n1,7
O=C(N=C1SCC(=O)N1c1ccccc1)c1ccco1,-8
COc1c(Cl)cc(Cl)cc1C(c1nnnn1-c1c(C)cccc1C)N(C)C=O (stereo not given),4
O=C(CN1C(=O)c2ccccc2C1=O)Oc1ccc(C(=O)c2ccccc2)cc1,2
CC(C)(C)N(NC(=O)OCc1ccccc1)C(=O)c1ccccc1I,-9
Cc1ccc2c(Cl)c(C(=O)Nc3ccc(C(N)=O)cc3)sc2c1,8
Cc1ccc2[nH]c(SCC(=O)N3CCOCC3)nc2c1C,-8
N#Cc1cccc(NC(=O)c2ccc3c(c2)N(Cc2cccc(Cl)c2)C(=O)c2ccccc2S3(=O)=O)c1,7
COc1cc([N+](=O)[O-])cc(C=Nc2cc(-c3nc4ccccc4[nH]3)ccc2C)c1O,1
Cc1nnc(NC(=O)Cc2ccc(Cl)cc2)s1,-2
Fc1ccccc1N1CCN(Cc2nnc(-c3ccc4c(c3)OCO4)o2)CC1,-8
CC(=C/C(=O)O)/C=C/c1ccc(Cl)o1,-1
Cc1cc2nnc(SCC(=O)N3CCCC3)n2c2ccccc12,-1
CC(=O)N1CCc2c(sc3c2c(=O)n(CCc2ccccc2)c(=O)n3Cc2cccc(C)c2)C1,-8
C=CCN1CCN(c2ccncc2S(=O)(=O)N2CCOCC2)CC1,-1
Nc1ccc(Sc2cc(Cl)c(Cl)cc2Cl)nc1,-7
CN=C1CC=C(Br)C=C(C(=O)/C=C/c2ccc(C#N)cc2)C1=O,4
O=C(Oc1cccnc1)c1ccc2c(c1)OCCO2,10
CCOC(=O)C1=NN(C(=O)c2ccco2)C2(CC2)C1,2
COc1cc(CNc2cc(Cl)ccc2C)cc(Cl)c1OCc1ccc(Cl)cc1Cl,-3
C=CCN1C(=O)C(O)(CC(=O)/C=C/C=C/c2ccccc2)c2ccccc21 (stereo not given),-1
COc1ccc(C(C)NC(=O)c2ccc(I)cc2)cc1OC (stereo not given),10
Cc1cc(OC(=O)c2cc(Cl)nc3ccccc23)ccc1Cl,1
Cc1ccc(NC(=O)COc2ccc3ccccc3c2Br)cc1F,3
CCOc1ccc(N(Cc2ccccc2)C(=O)c2nc(SC)ncc2Cl)cc1,-8
COC(=O)CN1C(=O)S/C(=C/c2ccc(Sc3ccccc3)o2)C1=O,2
CCc1ccc(OCc2ccc(C(=O)NC3CCCC3)cc2)cc1,3

# Structural class, the entries above containing an NH in an aromatic ring.
SMILES,RBX1-CUL1 inh
Cc1ccc2[nH]c(SCC(=O)N3CCOCC3)nc2c1C,-8
COc1cc([N+](=O)[O-])cc(C=Nc2cc(-c3nc4ccccc4[nH]3)ccc2C)c1O,1

# Continued.
SMILES,RBX1-CUL1 inh
Cc1ccccc1C(=O)Nc1sc2c(c1C(=O)N1CCOCC1)CCCC2,-2
CN1C(=O)/C(=C/c2ccccc2)N=C1N1CCOCC1,2
Fc1ccc(SCCN2CCN(C3Cc4ccc(F)cc4Sc4cc(F)c(Cl)cc43)CC2)cc1 (stereo not given),2
O=C(c1ccc(N2CCOCC2)cc1)N1CCC(Cc2ccccc2)CC1,1
CC(C)(C)NC(=O)CSc1nc(Cc2ccccc2)cc(C(F)(F)F)c1C#N,11
COc1cccc(Cn2cc(C(=O)c3ccc(Cl)cc3)c(=O)c3ccccc32)c1,-3
Cc1ccc2nc(NC(=O)COc3ccc(F)cc3)sc2c1,6
CCc1ccccc1NC(=O)CSc1nnc(-c2ccc(OC)cc2)s1,0
C=CCN1C(=O)N=C(Cc2cccn2-c2ccc(Br)cc2)C1=O,5
COc1ccccc1CSc1nc2n(n1)C(c1ccccc1)C(C(=O)Nc1ccc(C)cc1)C(C)=N2 (stereo not given),1
SC(COCc1ccccc1)CN1CCN(c2ccccc2)CC1 (stereo not given),1
CSc1ccccc1-n1nnnc1SCSc1nnnn1-c1ccccc1SC,4
Cc1ccc(NC(=O)N2CCC(CN3CCCCC3)CC2)c(Cl)c1,7
COc1cccc(CNC(=O)CSc2nc3ccccc3nc2Cc2ccc(C)cc2)c1OC,5
CCSCCOC(=O)C1C(C)=NC(=O)NC1c1cccc(O)c1 (stereo not given),-7
CCCS(=O)(=O)N1CCC(C(=O)Nc2ccccc2F)CC1,-9
COC(=O)c1cccc(N2C(=O)c3ccc(C(=O)OC)cc3C2=O)c1,-3
Cc1ccc(Cc2c(C)nn(-c3nc(C)c(C(=O)N4CCCCC4C)s3)c2C)cc1 (stereo not given),12
O=C(COc1ccccc1-c1ccccc1)Nc1ccc(Br)cc1Cl,4
CCc1ccc(OCC(=O)NC(=S)Nc2cccc(C(C)=O)c2)c(Br)c1,4
CCNC(=O)C1Cc2ccccc2CN1S(=O)(=O)c1cccs1 (stereo not given),-1
COc1ccc(C2C(C(=O)c3ccc(C)cc3)C(=O)C(=O)N2c2cccc(C(F)(F)F)c2)cc1OC (stereo not given),12
COc1cccc(CN2C[C@@H]3C[C@@H](c4nc(C(C)C)cs4)N4CCC[C@@]34C2=O)c1,10
O=C(Cn1cnc2c(oc3ccccc32)c1=O)Nc1ccc(F)cc1F,5
COc1ccc2c(Sc3ccccc3)c(C(=O)NCCc3ccc(Cl)cc3)[nH]c2c1,-1
CC(C)Oc1ccc(CNC(=O)c2ccc3c(c2)N(Cc2ccc(F)cc2)CCS3)cc1,-2
CC(=O)Nc1ccc(C)c(CC(C)(C)C)c1C,-3
CCc1ccc(NC(=O)c2ccco2)cc1,1
CC1CCN(C(=O)CSc2nc3ccccc3nc2Cc2ccccc2)CC1,-8
C=C(C)COc1ccc(C(=O)N2CCN(c3ccccc3F)CC2)cc1,4
CCC(O)C1CCN(C(=O)CC2(c3ccccc3Cl)CC(=O)N(C3CCCC3)C2=O)CC1 (stereo not given),-5
Fc1ccccc1COc1ccc(C=Nc2ncn[nH]2)cc1,-9
CC(C)(C)c1ccc(OCc2nnc(-c3ccccc3)o2)cc1,-17
O=C1CCCN1CC1CCN(Cc2nc(Cc3ccccc3F)no2)CC1,-1
COc1ccc(OC)c(CNC(=O)Cn2nc(C)c3nn(-c4ccc(Cl)cc4)c(C)c3c2=O)c1,-5
CCn1cc(C(=O)NCCCOC(C)C)c(=O)c2cc(S(=O)(=O)N3CCc4ccccc4C3)ccc21,-11
COC(=O)c1sc(S(=O)(=O)NC(C)C(=O)O)c(C(=O)OC)c1C (stereo not given),-8
Cc1ccc(SC2=C(N3CCOCC3)C(=O)N(c3cc(C)cc(C)c3)C2=O)cc1,-4
CCOC(=O)c1c(C)[nH]c(C(=O)CSc2nc3ccccc3c(=O)n2-c2ccccc2)c1C,-2
C=CCn1c(CCCN2C(=O)c3cccc4cccc(c34)C2=O)nnc1SCC(=O)O,5
NCc1c(Br)sc2ccccc12,2
COc1cc(F)ccc1-c1nc2c(cnn2-c2ccccc2)[nH]1,-1
C=CCn1c(SCC(=O)N2CCCCCC2)nc2sc3c(c2c1=O)CCC3,4
CCCCc1c(C)nc2c(C)cccc2c1Cl,-9
Cn1c(=O)c2sccc2n2c(CCCC(=O)Nc3ccc(Oc4ccc(Cl)cc4)cc3)nnc12,5

# In the list so far, these have a tert-butyl group.
SMILES,RBX1-CUL1 inh
CC(C)(C)N(NC(=O)OCc1ccccc1)C(=O)c1ccccc1I,-9
CC(C)(C)NC(=O)CSc1nc(Cc2ccccc2)cc(C(F)(F)F)c1C#N,11
CC(=O)Nc1ccc(C)c(CC(C)(C)C)c1C,-3
CC(C)(C)c1ccc(OCc2nnc(-c3ccccc3)o2)cc1,-17

# A few values from the results shown:
# Value of CCOC(=O)c1c(C)[nH]c(C(=O)CSc2nc3ccccc3c(=O)n2-c2ccccc2)c1C in RBX1-CUL1 inh: -2
# Value of Fc1ccccc1COc1ccc(C=Nc2ncn[nH]2)cc1 in RBX1-CUL1 inh: -9
# Value of C=CCn1c(CCCN2C(=O)c3cccc4cccc(c34)C2=O)nnc1SCC(=O)O in RBX1-CUL1 inh: 5
# Value of COc1cc(F)ccc1-c1nc2c(cnn2-c2ccccc2)[nH]1 in RBX1-CUL1 inh: -1
# Value of C=CCn1c(SCC(=O)N2CCCCCC2)nc2sc3c(c2c1=O)CCC3 in RBX1-CUL1 inh: 4

# New compounds follow
SMILES,RBX1-CUL1 inh
Cc1ccc(Cl)cc1N1CCN(C(=O)C2CCN(S(=O)(=O)Cc3ccccc3)CC2)CC1,-1
C=CCNC(=O)c1ccccc1NC(=O)c1ccc(Br)cc1,0
Fc1ccc(CN2CCC3(CC2)OCCO3)c(Cl)c1,5
Cc1cccc2c(CC(=O)Nc3ccc(F)cc3)noc12,-5
CCOC(=O)c1cc(-c2ccccc2)n(CC(=O)NCc2ccccc2OC)c1C,-1
CCc1nn(C)c(NC(=O)Cn2ncc(N3CCC(CN)CC3)cc2=O)c1C,-1
Cc1ccc(Nc2nc(N)nc(CSc3nc(C)cc(C)n3)n2)cc1,4
Cc1ccc(N=C2CC=C([N+](=O)[O-])C=CC2=O)cc1,-13
COc1ccc(-n2c(C)n[nH]c2=S)cc1,0
Cc1ccc(CSc2nnc(COc3ccc(C)cc3)o2)cc1,1
Cn1nccc1CNC(=O)c1ccc(COc2cc(Cl)ccc2Cl)o1,1
O=C(NCCc1csc(-c2cccc(F)c2)n1)c1ccc(Br)o1,5
Cc1ccc(NC(=O)CCn2cccn2)c(C)c1,-7
CCCc1ccc(OC(=O)CSc2nnc(-c3cccs3)o2)cc1,7
COC(=O)c1cccc(OC(=O)Nc2ccc(OC)c(Cl)c2)c1,10
CCc1ccccc1NC(=O)Cn1c(=O)n(CC(=O)NCCc2ccccc2)c(=O)c2ccccc21,-10
COc1cccc(CCNC(=O)CCc2nnc(-c3ccc4c(c3)OCO4)o2)c1,11
COc1cc(C2c3c(n[nH]c3C)OC(=N)C2C#N)ccc1OC(C)=O (stereo not given),3
O=C(c1ccc([N+](=O)[O-])cc1[N+](=O)[O-])n1cnc2ccccc21,-4
COCCn1c(=O)c2c(nc3n2CCCN3c2ccc(C)cc2C)n(C)c1=O,-3
O=C(NCC1CCCO1)c1ccc(CN2CCC(Cc3ccccc3)CC2)cc1 (stereo not given),0
COc1ccc(NC(=O)CN(c2ccccc2F)S(=O)(=O)c2ccccc2)c(OC)c1,-2
CCn1cc2nc(SCC(=O)Nc3ccc(OC)c(OC)c3)n(Cc3ccc(Cl)cc3)c(=O)c2n1,-2
Cc1cccc(Cn2c(SCc3ccc(C(=O)NC4CCCCC4)cc3)nc3ccncc32)c1,-8
C(=C\c1ccccc1)/CN1CCN(c2ncnc3c2oc2ccccc23)CC1,6
CC(C)OCCCNc1ncnc2sc3c(c12)CCCC3,3
CC(C)Oc1ccc(CNC(=O)c2ccc(NC(=O)N3CC(C)Sc4ccccc43)cc2)cc1 (stereo not given),3
CCS(=O)(=O)N1CCN(Cc2ccc(-c3nc(C)c(F)c(=O)[nH]3)cc2)CC1,-2
O=C(c1cccc(Cl)c1)N1CCc2ccccc21,7
CC1=NC(=O)NC(c2ccc(Cl)cc2)C1C(=O)Nc1ccc(I)cc1 (stereo not given),3
NC(=O)CC(c1ccccc1)c1ccco1 (stereo not given),-4
C/C=C/Cn1c(=O)c2c(nc3n(CCc4ccccc4)c(C)cn23)n(C)c1=O,8
O=C(CCC(F)(F)F)N1CCOC(CC(c2ccccc2)c2ccccc2)C1 (stereo not given),-10
COCCn1cc(C(=O)NCC2(c3ccccc3)CCCC2)c(=O)c(C(=O)N2CCCC(C)C2)c1 (stereo not given),3
CCOc1ccc(CC(=O)Nc2sc3c(c2C(=O)Nc2cccc(C(F)(F)F)c2)CCCC3)cc1OCC,2
Cc1cccc(-n2ccnc2SCC(=O)Nc2ccc3c(c2)OCO3)c1,4
CCOC(=O)NC(=O)C(C#N)C=Nc1cccc(N=CC(C#N)C(=O)NC(=O)OCC)c1 (stereo not given),6
CNCc1cn(CC2CCCN(C(=O)CN3CCC(C)CC3)C2)nn1 (stereo not given),2
CCNc1ccc([N+](=O)[O-])cc1C,6
Cc1ccoc1C(=O)N1CCc2[nH]nc(-c3ccc(C(F)(F)F)nc3C)c2C1,-5
CCCCN(C(=O)c1ccc(Cl)cc1)C1CC2CCC(C1)N2C (stereo not given),8
O=C(CSCC(=O)OCC(=O)c1ccc(Br)cc1)Nc1ccc(Br)cc1,1
CC1=C(C(N)=O)C(c2ccccc2OC(F)F)n2ncnc2N1 (stereo not given),-2
COCCn1c(=O)c2c(nc3oc(C(C)(C)C)cn32)n(C)c1=O,7
CC1CCc2c(sc(NC(=O)C3c4ccccc4Oc4ccccc43)c2C#N)C1 (stereo not given),-1
CC(=O)Cn1nnc2sc(-c3ccccc3)cc2c1=O,5
CC(C)c1ccc(Nc2nc3ccc(C(=O)c4ccccc4)cc3n3cnnc23)cc1,-8
CCc1ccc(OC)c(S(=O)(=O)N2CCOCC2)c1,-9
Cc1nc(S(=O)(=O)N2CCN(c3ccc(Cl)cc3)CC2)cn1C,9
Cc1ccc(Nc2c([N+](=O)[O-])ccc3nonc23)c(Br)c1,-1
O=C1c2[nH]nc(-c3ccccc3O)c2C(c2ccccc2F)N1Cc1ccncc1 (stereo not given),0
Cc1ccc(CN2CCN(Cc3ccc4c(c3)OCCO4)CC2CCO)o1 (stereo not given),3
CC(CNc1nc2ccccc2c2nc(-c3ccccc3)nn12)c1ccccc1 (stereo not given),-3
Cc1ncc2c(n1)NC(=O)CO2,3
O=C(CCn1cnnn1)NC1CCCN(Cc2ccccc2F)C1 (stereo not given),-1
CCc1ccc2occ(CC(=O)Nc3nnc(C)s3)c2c1,-2
O=C(OCc1cc(=O)n2nc(C3CC3)sc2n1)c1ccccc1Cl,-7
Cc1cccc(N(C)C(=O)Cc2c(C(=O)O)[nH]c3ccccc23)c1,-1

# A draw from above in order of number of heavy atoms, rising.
SMILES,RBX1-CUL1 inh
Cc1ncc2c(n1)NC(=O)CO2,3
CC(=O)Cn1nnc2sc(-c3ccccc3)cc2c1=O,5
O=C(OCc1cc(=O)n2nc(C3CC3)sc2n1)c1ccccc1Cl,-7
CC(CNc1nc2ccccc2c2nc(-c3ccccc3)nn12)c1ccccc1 (stereo not given),-3
